Hep lipid drop – inhibitors of hepatocyte lipid droplet formation, primary screen, imaging, high-throughput imaging, BODIPY stain | AML12 mouse hepatocytes, oleate lipid droplets | inhibition, % at 6.5 µM | 0.4% of 240,000 active;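 active = lipid droplet intensity inhibited by at least 50%, with more than 500 cells counted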
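Material – mouse AML12 hepatocyte cell line, fixed after treatment · Compound dosing – one dose, 6.5 µM compound · Times – compound with oleate, overnight · Measured by – Image-based BODIPY and DAPI two-channel analysis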
GPR55 LPI antagonism – GPR55 antagonists blocking LPI-driven arrestin recruitment, primary screen, imaging, U2OS, beta-arrestin-GFP, LPI agonist (AID 2013); G-protein coupled receptor 55 (Homo sapiens); U2OS GPR55 beta-arrestin-GFP translocation imaging, LPI antagonism; higher % means a stronger effect; one-dose inhibition, % at 10 µM; IC50 in µM for titrated hits; 0.13% of 290,000 active;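 active = spots per cell inhibited over 60%, with over 100 cells counted and total cytoplasm intensity under 500,000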;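 note: U2OS cells stably carrying GPR55 and arrestin-GFP stimulated by 5 µM LPI near EC80; imaged beta-arrestin-GFP aggregate spots per cell after agonist stimulation; plate controls were LPI-stimulated DMSO wells for no effect and DMSO wells without LPI for full effect; some results filed as inactive read as strong as hits; confirmed hits need IC50 under 10 µM and bright autofluorescent wells are also inconclusive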
GPR35 antagonists – GPR35 antagonists blocking zaprinast-driven arrestin recruitment, primary screen, imaging, U2OS, beta-arrestin-GFP, zaprinast agonist (AID 2058). G-protein coupled receptor 35 (Homo sapiens). U2OS GPR35 beta-arrestin-GFP translocation imaging, zaprinast antagonism; higher % means a stronger effect. inhibition, % at 10 µM, or IC50 in µM where a hit was titrated. 0.052% of 290,000 active;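 active = inhibition of at least 50% with at least 30 cells and total cytoplasm GFP at most 10,000,000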
NTR1 agonist – agonists of NTR1, primary screen, imaging, U2OS cells, beta-arrestin-GFP, high content (AID 493036) | NTR1-U2OS beta-arrestin-GFP spot imaging, agonist mode | 0.17% of 330,000 active | Neurotensin receptor type 1 (Homo sapiens), P30989 | activation, % at 20 µM;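 active = activation at or above 40% of the spot to cytoplasm intensity ratio, with at least 20 cells analyzed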;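 note: 0% = DMSO without peptide and 100% = 100 nM NTR1 peptide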
Target sequence (P30989 whole entry, looked up): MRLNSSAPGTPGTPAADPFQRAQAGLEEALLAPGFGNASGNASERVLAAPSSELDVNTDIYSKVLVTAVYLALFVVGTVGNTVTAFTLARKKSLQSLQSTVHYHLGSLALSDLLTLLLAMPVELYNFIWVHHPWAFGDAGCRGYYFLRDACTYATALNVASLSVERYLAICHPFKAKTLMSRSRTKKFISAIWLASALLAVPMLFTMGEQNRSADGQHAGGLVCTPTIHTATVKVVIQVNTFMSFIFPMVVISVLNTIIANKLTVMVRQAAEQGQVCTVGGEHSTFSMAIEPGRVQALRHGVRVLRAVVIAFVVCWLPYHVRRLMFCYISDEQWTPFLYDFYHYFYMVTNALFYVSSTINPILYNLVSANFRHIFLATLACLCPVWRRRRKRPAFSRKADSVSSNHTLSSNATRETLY
Rac1 GTP hydrolysis – MgcRacGAP GTPase-activating activity inhibitors, confirmation, biochemical, ADP Hunter fluorescence; Rac GTPase-activating protein 1 (Homo sapiens); MgcRacGAP-stimulated Rac1 GTP hydrolysis, ADP Hunter fluorescence; higher % means a stronger effect; GST-tagged Rac1 F28L mutant substrate; inhibition, % at 30 µM, or IC50 in µM where a hit was titrated; 0.6% of 340,000 active; AID 624330, 2012;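 active = first-screen hits whose inhibition reached a set limit at any dose in the follow-up dose series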;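 note: fluorescence reports GDP produced by GAP-driven GTP hydrolysis; strong numbers were not always called active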
LYP inhibition – inhibitors of LYP phosphatase, biochemical, fluorescence intensity, uHTS (AID 1779); Tyrosine-protein phosphatase non-receptor type 22 (Homo sapiens); 0.054% of 290,000 active; one-dose inhibition, % at 11.5 µM; IC50 in µM for titrated hits; recombinant LYP phosphatase, fluorescence intensity; higher % means a stronger effect; in the data active = inhibition above about 50%;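 note: plate controls were vehicle with enzyme for no effect and no enzyme for full effect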
T cell HTS – modulators of CD8 T cell-vesicle binding, primary screen, mouse 2C CD8+ T cells, flow cytometry; 2C CD8+ T cell-vesicle binding; active compounds read low; calls only at 7 µM; 0.068% of 330,000 active;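 active = response, share of CD8 T cells binding vesicles, and their 90th percentile fluorescence all below set limits, cut at about 80% in these data, passing the limit was not always enough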
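Also added: QL9-peptide-loaded Drosophila micro-vesicles bearing Ld, ICAM-1 and B7-1; Test system: purified 2C TCR transgenic mouse naive CD8+ T cells; Measured by: cytometric PE anti-B7-1 and Alexa647 anti-CD8 signals after 1% paraformaldehyde fixation; Timing: binding step 1.5 h, 37 °C, antibody labelling 20 min, ice.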
GPR55 activation – GPR55 agonists via beta-arrestin recruitment, primary screen, imaging, U2OS cells, beta-arrestin-GFP redistribution (AID 1961). G-protein coupled receptor 55 (Homo sapiens). U2OS GPR55 beta-arrestin-GFP redistribution imaging; higher % means a stronger effect. one-dose activation, % at 10 µM; EC50 in µM for titrated hits. 0.048% of 290,000 active;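 active = activation above 40% with more than 50 cells counted in the well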;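 note: U2OS osteosarcoma cells stably expressing GPR55 and beta-arrestin-GFP; plate controls were DMSO negative control for no effect and LPI positive control for full effect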
SV40 large T antigen – SV40 large T antigen inhibitors, biochemical (AID 1903); SV40 large T antigen ATPase/helicase inhibition assay; higher % means a stronger effect; inhibition, % at 20 µM, or IC50 in µM where a hit was titrated; 0.39% of 310,000 active; in the data active = a potency from the dose series; note: strong numbers were not always called active
Hep lipid drop cells 6.5 µM – recorded beside Hep lipid drop, whose call it bears; cell count; measured here: cell count, cytotoxicity flag;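 cells counted across two imaged fields per well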
T cell HTS vesicle-bound % – recorded beside T cell HTS, whose call it bears; double positive events, %; measured here: CD8+ vesicle-bound cell fraction;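 binding gate set so that unloaded-vesicle control wells show 10% double positive cells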
NTR1 agonist cell count 20 µM – recorded beside NTR1 agonist, whose call it bears; cell count; measured here: cell count, cytotoxicity flag
The depositor's hits bear a star; i = inactive; . = no result given.

SMILES	T cell HTS vesicle-bound %	LYP inhibition	Rac1 GTP hydrolysis	NTR1 agonist	GPR55 LPI antagonism	GPR55 activation	T cell HTS	Hep lipid drop cells 6.5 µM	SV40 large T antigen	GPR35 antagonists	NTR1 agonist cell count 20 µM	Hep lipid drop
COc1cc(OC)cc(C(=O)NCC(=O)N2CCC(C)CC2)c1	45	-4%	6%	0.3	-4%	-0.3%	i	732	7%	-13%	94	-3
N#CCCn1c(C(C#N)(CCC#N)CCC#N)nc2ccccc21	29	-6%	1%	0.1	-2%	0.0%	i	734	0%	14%	56	-12
Cc1ccc(CN(C(=O)c2csnn2)C(C(=O)NC2CCCC2)c2cccnc2)cc1 (centres undefined)	31	-8%	0%	-1.3	13%	0.2%	i	784	5%	-5%	50	1
COc1ccc(CN(C(=S)Nc2ccccc2)C2CC(=O)N(c3ccccc3)C2=O)cc1 (centres undefined)	6	0%	4%	0.4	3%	-0.1%	i	652	-1%	-11%	43	2
O=C(Nc1nnc(S(=O)(=O)Nc2ccccc2)s1)C1CCCCC1	27	6%	2%	1.2	0%	-0.1%	i	746	.	-12%	45	3
CCCCN1C(=O)CC(Sc2ccccc2C(=O)O)C1=O (centres undefined)	22	-9%	3%	2.1	19%	0.0%	i	.	10%	0%	56	.
CCCn1c(SCC(=O)NC(C)(C)C)nnc1-c1ccco1	39	-5%	2%	0.7	24%	0.3%	i	668	.	-9%	31	0
CC(=O)Nc1cccc(NC(=O)CCc2ccccc2)c1	40	-8%	4%	-2.9	0%	-0.1%	i	819	12%	4%	.	10
Cc1oc(C(C)(C)C)cc1C(=O)NCc1ccc2c(c1)OCO2	41	-11%	14%	0.5	22%	-0.2%	i	709	5%	-7%	56	-13
CCOCCCn1c(C)nc2c(c1=O)c1nc3ccccc3nc1n2-c1ccc(C)cc1	38	7%	4%	1.2	-2%	0.0%	i	.	-3%	-8%	83	.
CN(C)S(=O)(=O)N1CCN(c2cccc(Cl)c2)CC1	50	-4%	-9%	1.0	-6%	0.6%	i	783	6%	-7%	65	-4
Cc1c(Cc2ccccc2)c(=O)n2c([nH]c3ccccc32)c1C#N	41	-2%	1%	8.5	-5%	-0.1%	i	730	14%	4%	58	-24
CCCOc1ccc(N2C(=O)CC(N(Cc3ccco3)C(=O)CC)C2=O)cc1 (centres undefined)	56	-4%	-1%	0.9	1%	-0.1%	i	613	15%	-11%	61	12
C/C(=C\c1ccccc1)C(=O)N1CCN(Cc2ccc3c(c2)OCO3)CC1	50	-7%	0%	0.1	5%	-0.1%	i	824	6%	-2%	61	-6
NC(=O)c1c(/N=C/c2cccnc2)sc2c1CCCC2	18	-7%	.	-1.2	-2%	-0.1%	i	774	7%	1%	64	1
COc1ccc(NC(=O)OC(CN2CCCCC2)C(F)(F)F)cc1 (centres undefined)	19	-4%	7%	-0.6	-11%	0.0%	i	.	-11%	2%	42	.
Cc1ccc(S(=O)(=O)N2CCCC2C(=O)Nc2cc(C)on2)cc1 (centres undefined)	9	-8%	1%	0.5	6%	0.3%	i	.	4%	10%	49	.
O=C(COC(=O)C12CC3CC(CC(C3)C1)C2)Nc1ccc2[nH]c(=O)[nH]c2c1	7	-6%	2%	0.9	19%	0.7%	i	846	5%	27%	53	6
CC(C)(C)C1CCc2c(C(=O)N/N=C/c3cccs3)csc2C1 (centres undefined)	11	3%	-5%	4.5	-1%	-0.1%	i	.	11%	0%	57	.
CC(=O)N(C)c1ccc(NC(=O)Nc2ccc(C)cc2)cc1	60	0%	3%	0.2	11%	-0.1%	i	658	5%	-8%	90	5
CC(C)Cc1cc(C(=O)NCCN2CCOCC2)no1	20	-4%	0%	1.6	4%	-0.3%	i	492	0%	7%	86	16
Cc1ccc(NC(=O)NCc2ccccn2)cc1Cl	10	-12%	10%	-1.5	-2%	0.0%	i	786	17%	1%	54	-2
Cc1cc(SCc2ccc(F)cc2)nc(=O)[nH]1	48	-10%	11%	-1.3	-16%	0.2%	i	763	2%	26%	57	3
CC(=O)Nc1ccc(/C(C)=N/NC(=O)c2ccc(COc3ccccc3Cl)o2)cc1	14	.	-14%	1.5	.	.	i	.	16%	.	45	.
O=C(COC(=O)CNS(=O)(=O)c1cccc(Br)c1)Nc1ccccc1Sc1ccccc1	55	4%	14%	0.7	-1%	-0.2%	i	686	1%	13%	38	1
C/C(=N\NC(=O)c1cc(-c2ccncc2)nc2ccccc12)c1ccc(OC(F)F)cc1	45	4%	7%	2.9	3%	-0.2%	i	695	3%	-2%	63	-30
COc1ccc2c(c1)c(C(=O)O)c(C)n2-c1ccc(Cl)cc1	44	4%	4%	0.0	-1%	0.6%	i	667	9%	27%	88	4
C[C@H]1C(=O)N(C)CCN1Cc1cn(C)nc1-c1ccc(Oc2ccccc2)cc1	49	-8%	-1%	2.1	4%	-0.1%	i	723	.	15%	53	-8
Cc1sc(NC(=O)C2CCCO2)c(C#N)c1C (centres undefined)	32	-5%	10%	0.1	1%	-0.1%	i	789	5%	-5%	40	3
CC(=O)Oc1ccccc1-c1nc(C)nc(N(C)C(C)=O)n1	56	-3%	2%	1.0	-1%	-0.1%	i	728	9%	-5%	58	6
CCOC(=O)c1noc(C)c1C(=O)Nc1nccs1	38	-4%	7%	-0.6	8%	-0.1%	i	722	6%	-10%	39	14
Cc1ccc(S(=O)(=O)CCC(=O)OCC(=O)NCCc2ccc(F)cc2)cc1	48	.	4%	-0.1	.	.	i	.	-2%	.	71	.
COc1ccc2c(=O)c3c(=O)n(Cc4ccco4)c(C4CCCCC4)nc3oc2c1	.	-2%	.	.	-19%	0.2%	.	.	.	16%	.	.
CCc1nnc(NS(=O)(=O)c2ccc(NC(=O)c3cc(Cl)ccc3OC)cc2)s1	.	0%	11%	1.8	-2%	-0.3%	.	781	6%	1%	97	-8
CC(C)(C)n1nnnc1C(c1ccccn1)N1CCN(C(c2ccccc2)c2ccccc2)CC1 (centres undefined)	9	1%	0%	2.0	20%	0.5%	i	722	11%	4%	50	-16
Cn1c(=O)n(C)c2cc(/C=N/NC(=S)NCc3ccccc3)ccc21	34	4%	17%	-1.6	-6%	0.3%	i	720	19%	-1%	50	16
O=C(NCCC1CCCCN1S(=O)(=O)c1ccccc1)C(=O)NCc1ccccc1F (centres undefined)	54	.	7%	-0.9	.	.	i	.	12%	.	51	.
O=C(Nc1ccccc1)/C(=C\c1ccc2c(c1)OCO2)NC(=O)c1ccco1	31	-8%	4%	-0.3	-6%	0.4%	i	727	11%	-9%	43	-3
COc1cc(C(=O)Nn2cnnc2)ccc1OC(F)F	5	-12%	.	0.7	-10%	-0.2%	i	844	7%	-9%	44	4
CCn1cc(C(=O)NC(C)C)c(=O)c2cc(F)c(N3CCN(C(=O)c4ccco4)CC3)cc21	14	-16%	7%	0.4	-10%	0.7%	i	660	-3%	-1%	67	-7
COC(=O)c1c(NC(=O)Cc2cccs2)sc2c1CCC(C)C2 (centres undefined)	48	8%	7%	13	4%	0.1%	i	636	0%	24%	50	-10
COc1ccccc1NC(=O)CNC(=O)c1ccc([N+](=O)[O-])cc1	59	4%	1%	1.8	-4%	-0.1%	i	683	10%	-6%	68	-1
CC1CN(CCOc2cccc(Oc3ccccc3)c2)CC(C)O1 (centres undefined)	35	-9%	20%	0.6	-18%	-0.1%	i	812	7%	-4%	65	-1
N/C(=N\OC(=O)c1cccs1)c1cccnc1	40	-10%	3%	-0.1	10%	-0.4%	i	739	18%	15%	50	-15
COc1ccc(OCC(=O)N(Cc2cccs2)C2CCS(=O)(=O)C2)cc1 (centres undefined)	25	-9%	2%	1.3	0%	-0.2%	i	694	6%	-4%	60	-4
CCNC(=O)Nc1ccc(-n2nc(C)c(C(=O)OCC)c2C)nc1	17	-3%	2%	3.1	10%	-0.3%	i	669	7%	4%	43	4
O=C(Nc1ccc(Cl)cc1)N1CCCC1	57	-5%	-1%	-1.4	8%	-0.1%	i	725	2%	-1%	60	0
Cc1ccccc1N1CCN(C2CCCN(C(=O)CCN3CCCO3)C2)CC1 (centres undefined)	6	-9%	-10%	-0.6	3%	0.2%	i	746	5%	-7%	69	-11
Cc1ccc2[nH]cc(/C=C/c3cc[n+](C)cc3)c2c1	58	-5%	9%	-4.0	23%	0.0%	i	.	7%	29%	93	.
O=C(O)c1ccc(N2C(=O)CC(SC(=NCc3ccc4c(c3)OCO4)Nc3ccc(F)cc3)C2=O)cc1 (centres undefined)	24	4%	-3%	0.7	1%	-0.5%	i	708	14%	-3%	32	-4

Remaining list, next part.
SMILES	T cell HTS vesicle-bound %	LYP inhibition	Rac1 GTP hydrolysis	NTR1 agonist	GPR55 LPI antagonism	GPR55 activation	T cell HTS	Hep lipid drop cells 6.5 µM	SV40 large T antigen	GPR35 antagonists	NTR1 agonist cell count 20 µM	Hep lipid drop
CC(C)CC(C(=O)Nc1oc(-c2ccco2)c(-c2ccco2)c1C#N)N1C(=O)c2ccccc2C1=O (centres undefined)	46	14%	6%	4.7	1%	0.2%	i	.	20%	3%	78	.
N#C/C(=C\c1cccc(OC(=O)c2cccs2)c1)C(N)=O	57	-3%	12%	7.2	4%	0.5%	i	613	18%	-12%	63	16
Cc1ccc(C2C(C#N)C(C#N)N3CCCN23)cc1 (centres undefined)	46	-4%	1%	-1.7	-5%	0.0%	i	.	3%	10%	76	.
Cc1ccc(C)c(CN2CCC(CNC(=O)Nc3ccc(C)c(C)c3)CC2)c1	19	-8%	8%	1.6	7%	0.0%	i	841	13%	4%	64	0

Screens as filed in PubChem.

Outcome played no part in choosing rows; 1.8% or so of the library scored in one or more.
